From PubChem BioAssay
Kir21 block: inhibitors of mouse Kir2.1 inward-rectifier potassium channel; P35561; 0.85% of 310,000 active; HEK293-Kir2.1, FluxOR thallium flux fluorescence; stronger effect = lower value; B-score at 10 µM; AID 1672;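 active = fluorescence ratio B-score at or below minus 3 SD of library scores, with starting-brightness B-score within 2 SD, cut at about -4.2 in these data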;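 note: channel flux triggered by added potassium and thallium sulfate stimulus; B-score of peak minus minimum fluorescence over baseline after thallium stimulus; more negative B-score means stronger Kir2.1 block with less thallium influx; some compounds called inactive have numbers as strong as hits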
Target sequence (P35561 whole entry, looked up): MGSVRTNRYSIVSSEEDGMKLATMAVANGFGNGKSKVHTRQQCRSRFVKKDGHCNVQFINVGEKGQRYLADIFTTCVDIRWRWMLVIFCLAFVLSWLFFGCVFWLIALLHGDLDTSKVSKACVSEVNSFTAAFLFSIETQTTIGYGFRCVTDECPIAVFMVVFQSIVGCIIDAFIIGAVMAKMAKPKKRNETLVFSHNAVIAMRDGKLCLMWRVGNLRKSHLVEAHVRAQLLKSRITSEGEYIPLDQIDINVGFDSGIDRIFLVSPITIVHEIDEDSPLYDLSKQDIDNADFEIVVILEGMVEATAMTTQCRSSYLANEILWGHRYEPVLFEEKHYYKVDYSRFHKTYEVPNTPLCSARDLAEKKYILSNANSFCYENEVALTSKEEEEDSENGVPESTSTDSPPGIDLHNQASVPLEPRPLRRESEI
KCNQ2 block: KCNQ2 channel blockers in CHO-K1 cells – cell-based, FluxOR thallium flux, B-score, primary screen (AID 2156); O88943; 20 min; stronger effect = lower value; B-score at 10 µM; 1.1% of 310,000 active;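 active = fluorescence ratio B-score at most minus 3 library SDs, with starting brightness B-score within 2 library SDs, cut at about -5.5 in these data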
* hit, by the source's call; i = inactive.

SMILES | Kir21 block | KCNQ2 block
CCOC(=O)N1CCN(CC(O)COC2CC(C)CCC2C(C)C)CC1 (stereo not given) | -2.95 | i
CC(=O)N1CCOc2ccc(S(=O)(=O)NCC3CCC(C(=O)NCCC(C)C)CC3)cc21 (stereo not given) | -1.33 | i
O=[N+]([O-])c1ccc2[nH]c(O)c(N=NC(=S)Nc3cccnc3)c2c1 | -3.43 | i
O=C(NC1CC2CCCC(C1)N2S(=O)(=O)c1ccccc1)C1CCCCC1 (stereo not given) | -0.01 | i
CC1(C)Cc2c(sc(/N=C/N3CCCCCC3)c2C#N)C(C)(C)N1 | -0.28 | i
COc1ccc(N=Cc2c(O)c3ccccc3n2C(C)=O)cc1 | -4.71 | i
COc1cc(C2C3C(=O)N(c4ccccc4)C(=O)C3ON2c2ccccc2)cc(OC)c1OC (stereo not given) | 0.86 | i
Cc1c(O)ccc2c(CC(=O)N[C@@H](Cc3ccc(O)cc3)C(=O)O)cc(=O)oc12 | 0.14 | i
CC(C)c1cc(=O)n2[nH]c(SCc3ccccc3Cl)nc2n1 | 0.35 | i
CCc1cccc(C)c1NC(=O)CCCC(=O)O | -0.43 | i
Cc1ccc(NC(=O)C2CCN(S(=O)(=O)c3cccnc3)CC2)cc1C | 0.44 | i
Cc1ccc(CCNS(=O)(=O)c2cc3c(cc2Cl)NC(=O)CO3)cc1 | 0.54 | i
CC(=O)Nc1cccc(OCC(O)Cn2c(C)nc3ccccc32)c1 (stereo not given) | -0.13 | i
CC(C)n1nccc1NC(=O)Nc1ccccc1 | 3.34 | i
COc1cccc(C2c3[nH]c4ccccc4c3CCN2C(=O)c2ccccc2F)c1OC (stereo not given) | -0.3 | i
N/C(=N\c1nc2ccccc2o1)NC(=O)c1ccccc1F | 0.71 | i
Cc1ccc(OCC(=O)NNC(=S)NCc2ccccc2)cc1 | -0.88 | i
O=C(Nc1nnc(-c2ccco2)o1)c1ccc(Cl)cc1 | -1.11 | i
CC(NC(=O)c1ccccc1)c1ccc(F)cc1 (stereo not given) | -0.3 | i
COC(=O)C1=C(C)NC(=S)NC1c1ccc(-c2ccccc2C(=O)OC)o1 (stereo not given) | -1.17 | i

2 entries from above in a different format.
| smiles | Kir21 block | KCNQ2 block |
| --- | --- | --- |
| Cc1c(O)ccc2c(CC(=O)N[C@@H](Cc3ccc(O)cc3)C(=O)O)cc(=O)oc12 | 0.14 | i |
| CC(C)c1cc(=O)n2[nH]c(SCc3ccccc3Cl)nc2n1 | 0.35 | i |

Copied from the list:
Reading of CC(=O)Nc1cccc(OCC(O)Cn2c(C)nc3ccccc32)c1 (stereo not given) under Kir21 block: -0.13
Reading of CC(=O)N1CCOc2ccc(S(=O)(=O)NCC3CCC(C(=O)NCCC(C)C)CC3)cc21 (stereo not given) under Kir21 block: -1.33
Reading of Cc1ccc(OCC(=O)NNC(=S)NCc2ccccc2)cc1 under Kir21 block: -0.88
Reading of CC(C)c1cc(=O)n2[nH]c(SCc3ccccc3Cl)nc2n1 under Kir21 block: 0.35

Going on with the list:
SMILES | Kir21 block | KCNQ2 block
Cc1ccc2c(c1)C1CN(C)CCC1N2C(=S)Nc1ccc(Cl)cc1Cl (stereo not given) | -1.34 | i
FC(F)(F)c1cc(-c2ccco2)nc(NCc2ccccc2)n1 | -1.14 | i
Cc1nc(-c2ccccc2O)n(S(=O)(=O)N(C)C)n1 | -0.25 | i
O=C(O)/C=C/C(=O)N1CCN(c2ccc(F)cc2)CC1 | -0.6 | i
O=C(CN1C(=O)NC2(CCc3ccccc32)C1=O)c1c[nH]c2ccccc12 (stereo not given) | 0.51 | i
Cc1cc(C(=O)N2CCCC(N3CCN(c4ccc(F)cc4)CC3)C2)no1 (stereo not given) | -1 | i
CCOc1ccc(NC(=O)N2CCN(Cc3ccc4c(c3)OCO4)CC2)cc1 | -1.09 | i
CCOC(=O)NNc1cc(C(F)(F)F)ccn1 | 0.11 | i
CC1CC(C)(C)NCCNC(C)CC(C)(C)NCCN1 (stereo not given) | -0.19 | i
CSc1n[nH]c(NC(=O)c2c(-c3c(Cl)cccc3Cl)noc2C)n1 | 0.33 | i
O=C1CCC(C(=O)NCCCn2ccnc2)N1 (stereo not given) | -0.01 | i
CCN(CC)CCN(C(=O)c1ccc(Br)s1)c1nc2cc3c(cc2s1)OCO3 | 2.89 | i
COc1ccc(CCC(C)NC(=O)Cc2ccc(OC)c(OC)c2)c(OC)c1 (stereo not given) | -0.03 | i
CCc1ccccc1S(=O)(=O)Cc1ccc(C(=O)NC2CCCC2)o1 | 0.01 | i
Oc1ccccc1-c1csc(-c2ccccc2)n1 | 1.55 | i
O=C(COC(=O)c1ccc(Br)cc1)Nc1ccccc1Br | -2.13 | i
S=C1NCCc2ccccc2C1c1ccccc1Cl (stereo not given) | -0.35 | i
COc1ccccc1/C=C/C(=O)N1CCc2cc(OC)c(OC)cc2C1C (stereo not given) | 0.62 | i
O=C1NC(=S)N/C1=C/c1cccn1-c1ccc([N+](=O)[O-])cc1 | 1.71 | i
COc1cc(OC)cc(-c2nnc(SCc3ccc(C(=O)O)cc3)o2)c1 | -1.33 | i
COC(=O)c1ccncc1C(=O)Nc1ccc(F)cc1 | -0.16 | i
CSc1ncccc1C(=O)OCc1ccccc1F | 1.58 | i
COC(=O)c1ccc(OC(=O)c2cccnc2SC)cc1 | -0.34 | i
CCOC(=O)c1csc(-c2ccc(OC)c(OC)c2)n1 | -0.34 | i
O=C(Nc1ccc(S(=O)(=O)NC2=NCCCCC2)cc1)c1ccco1 | -0.96 | i
CCOc1ccc(NC(=O)N(C2CCCC2)C2CCN(C(C)=O)CC2)cc1 | 1.72 | i
CCCn1c(SCC(=O)Nc2cccc(C)n2)nnc1-c1ccco1 | -1.29 | i
Cc1ccc(C)c(CN2CCCN(Cc3cc(C)ccc3C)S2(=O)=O)c1 | 0.02 | i
Brc1ccc(/C=N/Nc2ccccn2)cc1 | 1.59 | i
O=C(Nc1ccc(F)cc1)N1CCc2ccccc2C1 | -1.07 | i
CCc1ccc(S(=O)(=O)N(C(=O)c2ccncc2)c2ccc(OC(=O)c3ccncc3)cc2)cc1 | -1.01 | i
Oc1ccc2ccccc2c1N=Nc1ccccc1F | 0.03 | i
O=C(Cc1ccc(Cl)c(Cl)c1)OCC(=O)c1ccc[nH]1 | -0.67 | i
CC(=O)c1c(OC(=O)c2ccco2)c2ccccc2n1C | -0.32 | i
CCc1ccccc1NC(=O)C1COc2ccccc2O1 (stereo not given) | 0.04 | i
O=C(NC1CCSc2ccccc21)c1ccccc1Br (stereo not given) | -0.87 | i
Cc1ccsc1/C=N/NC(=O)c1ccc(Cn2cc(Br)cn2)o1 | 0.26 | i
CC1CC(C)CN(CC(=O)NC(c2ccccc2)c2ccccc2)C1 (stereo not given) | -0.02 | i
Cc1cc(C(=O)CN2C(=O)NC(c3ccccc3)(c3ccccc3)C2=O)c(C)n1Cc1ccco1 | 0.06 | i
Fc1ccc(N2CCN(C(=S)NCC3CCCO3)CC2)cc1 (stereo not given) | -0.63 | i
CC(C)Cn1c(N)c(C(=O)CCl)c(=O)n(C)c1=O | 0.03 | i
O=C1c2cccc3cccc(c23)C(=O)N1CCN1CCN(CC(O)COCc2ccc(Cl)cc2)CC1 (stereo not given) | -3.57 | -5.73*
COCCCNc1nc2c(-c3cccc(C)c3)nnn2c2ccccc12 | -0.37 | i
O=C(Cc1ccccc1Cl)NC1(O)C(=O)c2ccccc2C1=O | -0.68 | i
C=C(C)COc1ccc(-c2ncncc2-c2ccc(Br)cc2)c(O)c1 | 0.37 | i
c1ccc(-c2nnc(C3CC(c4ccncc4)=NO3)o2)cc1 (stereo not given) | 0.9 | i
CC1CCCCN1C(=O)Nc1ccccc1Cl (stereo not given) | -0.09 | i
COc1ccc(Cn2cnc3c4cc(F)ccc4n(C)c3c2=O)cc1 | -0.07 | i
CC1=N/C(=C\c2ccc3c(c2)OCO3)C(=O)N1c1ccc(C(=O)O)cc1 | -0.93 | i
O=C(CSCCc1ccccn1)Nc1ccc(Br)cn1 | 0.53 | i
O=C(NC(=S)NCC1CCCO1)c1cccc([N+](=O)[O-])c1 (stereo not given) | 2.43 | i
CC(C)NC(=O)c1cc(-c2ccc3c(c2)OCO3)on1 | -0.02 | i
CCOc1c2ccc(C(=O)N[C@H](C)C3CCCCC3)cc2nn1CCOC | 0.45 | i
CCOc1ccc(N)c(SSc2cc(OCC)ccc2N)c1 | -0.62 | i
OCC[C@@H]1C[C@@H](O)[C@H](O)[C@]2(OCCCc3ccccc32)O1 | 0.21 | i
COc1ccccc1CN(C)C(=O)c1ccccc1Sc1ccccc1C#N | -3.67 | i
CCOc1ccc2c(c1)c(N=Nc1cccc(C(=O)O)c1)c(O)n2C | 0.01 | i
Cc1csc(NC(=O)CN2CCCCCC2)n1 | 1.55 | i
N#Cc1ccc(S(=O)(=O)N2CCc3[nH]c4ccc(F)cc4c3C2)cc1 | -1.85 | i
CC(C)c1ccc(C2c3[nH]c4ccccc4c3C[C@H]3C(=O)N(c4ccccc4C(=O)N4CCC[C@@H]4C(=O)O)C(=O)N23)cc1 (stereo not given in full) | 2.09 | i

Filtered by structure: the compounds so far containing an aryl thioether with sulfur outside any ring
SMILES | Kir21 block | KCNQ2 block
CC(C)c1cc(=O)n2[nH]c(SCc3ccccc3Cl)nc2n1 | 0.35 | i
CSc1n[nH]c(NC(=O)c2c(-c3c(Cl)cccc3Cl)noc2C)n1 | 0.33 | i
COc1cc(OC)cc(-c2nnc(SCc3ccc(C(=O)O)cc3)o2)c1 | -1.33 | i
CSc1ncccc1C(=O)OCc1ccccc1F | 1.58 | i
COC(=O)c1ccc(OC(=O)c2cccnc2SC)cc1 | -0.34 | i
CCCn1c(SCC(=O)Nc2cccc(C)n2)nnc1-c1ccco1 | -1.29 | i
COc1ccccc1CN(C)C(=O)c1ccccc1Sc1ccccc1C#N | -3.67 | i

Remaining list, next part:
SMILES | Kir21 block | KCNQ2 block
Cc1[nH]c(=O)[nH]c(=O)c1S(=O)(=O)N1CCC(C(=O)N2CCN(Cc3ccccc3)CC2)CC1 | 0.93 | i
COc1ccc(CN2CCC(CO)(CCOc3ccccc3)CC2)cc1C | -1.95 | i
Cc1cs/c(=N\N=C\c2cccc([N+](=O)[O-])c2)n1Cc1ccco1 | 0.01 | i
COc1ccc(NCC(=O)N2CCCC2)cc1Cl | -0.83 | i
Cc1cc(C(=O)O)cc(S(=O)(=O)Nc2ccccc2C(=O)NC(C)c2ccccc2)c1C (stereo not given) | 0.91 | i
COc1cc(NC(=O)CN2C(=O)c3ccccc3S2(=O)=O)c(OC)cc1Cl | 1.42 | i
Cc1cc(C)cc(NC(=O)N2CCC(NC(=O)c3ccc(F)cc3)CC2)c1 | 1.17 | i
CCOC(=O)C(NC(=O)CC)(Nc1ccc(S(N)(=O)=O)cc1)C(F)(F)F (stereo not given) | 1.83 | i
CCOC(=O)/C(N)=C/c1ncc(C(F)(F)F)cc1Cl | -0.01 | i
S=c1[nH]nc(-c2ccccc2)n1/N=C/c1cccs1 | -0.87 | i
O=C(NCc1cccs1)C1CCN(c2nccs2)CC1 | 0.7 | i
CC(=O)Nc1ccc(Sc2ccccc2C(=O)O)cn1 | 0.43 | i
CC(C)c1cc(C(=O)NCc2ccco2)no1 | 2 | i
COc1ccc(C2CC23N=C(c2ccccc2)OC3=O)cc1 (stereo not given) | -1.97 | i
O=CN1CCN(S(=O)(=O)c2ccc(S(=O)(=O)NC3CCCCC3)cc2)CC1 | -1.26 | i
COc1ccccc1/C=N/NC(=O)c1nnn(-c2nonc2N)c1CN(C)c1ccccc1 | -0.05 | i
COc1ccc(Oc2cc(F)nc(N)n2)cc1 | -2.66 | i
CCOC(=O)N1CCN(C(=O)CSCc2nc(-c3ccccc3F)oc2C)CC1 | 0.62 | i
Cn1c(=O)n(CC(=O)O)c(=O)c2c1nc1n2CCCN1Cc1ccccc1 | -0.17 | i
O=C1NC2(CCCCCC2)C(=O)N1CCS(=O)(=O)Oc1ccccc1 | -0.09 | i
Cc1cccc(OCC(=O)Oc2ccc(Cl)cc2)c1 | 0.2 | i
COC(=O)c1ccc(Cn2nc(C)cc2C)cc1 | -0.98 | i
COc1ccccc1N1CCN(C(=O)CCCNC(=O)Cn2cnc3sc(C)c(C)c3c2=O)CC1 | 1.39 | i
CCc1ccc(C(=O)COC(=O)c2ccc(-c3nnc(-c4ccccc4)o3)cc2)cc1 | -0.95 | i
CCCOc1ccc2ccccc2c1/C=N/n1cnnc1 | 0.91 | i
COc1ccccc1C(=O)NCC(=O)n1nc(C)cc1C | -1.41 | i
COc1ccc(/C=N/NC(=O)Cn2ccnc2C)cc1OC | 0.94 | i
CCCCCCN(C(=O)CCCCCN1C(=O)NC(c2ccc(-c3ccccc3)cc2)C(C(=O)OCc2ccccc2)=C1C)C(C(=O)NCCCC)c1ccccc1 (stereo not given) | 0.06 | i
CS(=O)(=O)N(CC(=O)Nc1cccc(F)c1)Cc1ccccc1 | -0.97 | i
CCOC(=O)c1ccc(N2C(=O)CC(C3CCCO3)C2=O)cc1 (stereo not given) | -0.02 | i
Cc1ccc(-c2nc(CS(=O)(=O)CC(=O)N3CCc4ccccc4C3)c(C)o2)cc1 | 0 | i
Cn1c(=O)c(C(=O)c2ccc(S(C)(=O)=O)c(Cl)c2Cl)c(O)c2ccccc21 | -0.91 | i
COc1ccccc1C(=O)NCC(=O)N/N=C/c1cccc(Cl)c1 | 0.35 | i
CN(C)S(=O)(=O)c1ccc(NC(=O)C2CC(=O)N(Cc3ccccc3Cl)C2)cc1 (stereo not given) | -0.1 | i
FC(F)(F)c1cccc(CN2CCCCCC2)c1 | 0.43 | i
O=C(N/N=C/C(Cl)=C/c1ccccc1)c1ccco1 | -0.76 | i
Cc1ccccc1Nc1nnc(C)c(=O)n1N | -1.57 | i
COc1ccc(S(=O)(=O)NCc2ccccn2)cc1NC(=O)c1ccccc1F | -1.02 | i
O=C(CCCn1c(=S)[nH]c2ccc(Br)cc2c1=O)NCC1CCCO1 (stereo not given) | -0.77 | i
COc1ccc(Br)cc1Cn1nnc(C(=O)Nc2ccc3c(c2)OCCO3)c1N | 1.03 | i
NNC(=O)c1ccc(COc2cccc3ccccc23)o1 | -0.61 | i
